Dyrk1A ADPGlo = blocks rat Dyrk1A kinase activity; Q63470; ADP-Glo luminescence, NFATc1 peptide; inhibition, % at 12.5 µM; 0.43% of 310,000 active; AID 504441; in the data active means inhibition above about 50%;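 further: plate controls were vehicle with enzyme for no effect and no enzyme for full effect; many of its hits are not listed in these tables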
KCNK3 inh = human KCNK3 channel inhibition, primary screen; O14649; CHO-KCNK3 thallium flux, FluxOR fluorescence; active compounds read low; 0.84% of 340,000 active; B-score at 10 µM; AID 602410;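 active means B-score under library mean minus 4 SD, starting fluorescence ratio at most library mean plus 5 SD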;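 further: more negative B-score means stronger inhibition of thallium flux through KCNK3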
Target sequence (O14649 whole entry, looked up): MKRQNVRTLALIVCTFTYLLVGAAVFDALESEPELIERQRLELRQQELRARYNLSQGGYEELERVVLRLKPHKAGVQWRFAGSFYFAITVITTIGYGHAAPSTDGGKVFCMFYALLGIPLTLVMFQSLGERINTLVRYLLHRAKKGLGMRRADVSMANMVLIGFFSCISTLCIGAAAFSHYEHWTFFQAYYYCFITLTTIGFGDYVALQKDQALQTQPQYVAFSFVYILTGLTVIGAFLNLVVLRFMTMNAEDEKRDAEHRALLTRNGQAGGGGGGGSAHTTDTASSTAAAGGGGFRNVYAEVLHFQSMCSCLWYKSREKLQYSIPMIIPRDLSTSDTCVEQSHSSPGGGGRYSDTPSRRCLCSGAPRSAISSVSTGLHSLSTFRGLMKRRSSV
Platelet DG rel = modulates dense granule release in human platelets | human platelet-rich plasma, SFLLRN dense granule ATP release, luminescence | inhibition, %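 (compounds screened at 7.5 µM in platelet-rich plasma)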 | 0.22% of 300,000 active | AID 1663;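 active means mean replicate score, as percent of positive control, at or above 50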
KCNQ1 block = inhibitors of human KCNQ1 potassium channel. P51787. CHO-K1 KCNQ1, FluxOR thallium flux fluorescence; active compounds read high. B-score at 10 µM. 1.3% of 310,000 active. AID 2642;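 active means compounds whose thallium flux B-score, printed positive for inhibition, exceeds three library SD while starting fluorescence stays within three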;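 further: channel opened by potassium depolarization with thallium stimulus after 20 min compound exposure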
TRPC4 PAM = allosterically enhances the mouse TRPC4 cation channel; HEK293 TRPC4beta/mu-opioid, DAMGO EC20, Fluo-4 Ca2+ flux; active compounds read high; B-score at 10 µM; 0.42% of 310,000 active;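 active means B-score of calcium response area above 5 SD of library B-scores, with initial fluorescence ratio within 5 SD of library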;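 further: B-score of integrated fluorescence ratio over time as area under calcium response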
TRPC4 agonist = opens the mouse TRPC4 cation channel; AID 2237; 0.49% of 310,000 active; B-score at 10 µM; HEK293 TRPC4beta/mu-opioid, Fluo4 calcium fluorescence; active compounds read high;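 active means B-score above 5 SD of library B-scores, and initial fluorescence ratio not above library mean plus 5 SD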;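 further: positive B-score marks a calcium rise read as TRPC4 activation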
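Assay system: HEK293 cells stably co-expressing mouse TRPC4beta and mu-opioid receptor / Timing: Fluo4 dye loading 45 min at room temperature, 110 s recording / Signal: Fluo4 calcium-sensitive dye fluorescence, kinetic, 1 Hz baseline / Read-out: integrated baseline-normalised fluorescence ratio, converted to per-well B score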
TRPC4 inh = TRPC4 (mouse) channel inhibition. Q9QUQ5. HEK293 TRPC4beta/mu-opioid, DAMGO-evoked Fluo4 calcium flux; active compounds read low. B-score at 10 µM. 0.39% of 300,000 active. AID 2247;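 active means B-score over 3 SD under the library average, no early fluorescence shift, positive overall ratio signal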
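Assay system: HEK293 cells with stable TRPC4beta plus mu-opioid receptor expression. Dosing: single dose. Measured by: Fluo4 Ca2+ flux fluorescence. Also added: DAMGO in two steps, submaximal then maximal. Read-out: B score from integrated Fluo4 fluorescence ratio.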
hERG protect = hERG (human) protection from proarrhythmic block | Q12809 | CHO-hERG, FluxOR thallium flux, dofetilide IC70 present | activation (rescue from dofetilide block), less the hit threshold, % at 10 µM | 0.51% of 310,000 active | AID 1511;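 active means activation above the mean of controls blocked by dofetilide plus 5 SD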;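 further: thallium influx through hERG after potassium depolarization seen as dye fluorescence rise; in these data hits start at about 4.7%; inactives centre near -7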
KCNK9 inh = inhibitors of human KCNK9 two-pore domain potassium channel | B-score at 10 µM | Q9NPC2 | AID 488922 | 1.2% of 310,000 active | HEK293 KCNK9, FluxOR thallium flux fluorescence; active compounds read low;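 active means ratio B-score over 3 SD below the library mean, with starting fluorescence within 5 SD of its mean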;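 further: negative B-score means less thallium flux so channel inhibition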
Target sequence (Q9NPC2 whole entry, looked up, the tested form may be a part): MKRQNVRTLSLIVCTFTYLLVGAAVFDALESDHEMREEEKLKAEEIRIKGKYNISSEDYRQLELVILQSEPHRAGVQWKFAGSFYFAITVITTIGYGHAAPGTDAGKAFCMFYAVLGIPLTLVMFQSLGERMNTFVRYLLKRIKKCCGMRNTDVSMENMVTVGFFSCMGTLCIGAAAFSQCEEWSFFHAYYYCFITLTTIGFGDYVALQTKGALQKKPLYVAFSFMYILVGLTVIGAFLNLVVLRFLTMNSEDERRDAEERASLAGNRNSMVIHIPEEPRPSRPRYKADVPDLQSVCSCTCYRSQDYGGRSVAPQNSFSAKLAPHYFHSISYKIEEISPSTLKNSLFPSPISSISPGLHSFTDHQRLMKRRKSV
PolyA inhibitor = blocks polyadenylation in yeast reporter cells | AID 1875 | S. cerevisiae SKY197-pL101 polyadenylation reporter, beta-gal luminescence; efflux-impaired pdr1/pdr3 knockout yeast; score 100 = 6 SD above DMSO | calls only at 12 µM | 0.02% of 300,000 active;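 active means lowest replicate activity score at least 50, where 100 means six control SD above control mean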;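 further: yeast exposed to compound for 9 h at 30 °C; higher score means more reporter readthrough which indicates perturbed polyadenylation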
KCNQ1 pot = potentiates or activates the human KCNQ1 potassium channel; P51787; CHO-K1 KCNQ1, thallium flux FluxOR fluorescence; active compounds read high; B-score at 10 µM; 0.35% of 310,000 active;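 active means fluorescence ratio B-score, a plate-corrected score, at least three library SD, with initial intensity B-score within 5 SD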
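System: Stable KCNQ1 CHO-K1 line | Incubation: 90 min dye loading and 20 min compound exposure, both at room temperature | Measure: Ratio B score | Medium: Assay buffer for compound exposure, DMSO matched across wells | Compound dosing: Single-concentration screen | Probe or stimulus: K+/Tl+ depolarizing stimulus | Measured by: Kinetic FluxOR fluorescence, 10 s baseline plus 110 s post-stimulus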
An asterisk follows results filed as active; i = inactive; x = no result given.

Sequence of screens: Dyrk1A ADPGlo, KCNK3 inh, Platelet DG rel, KCNQ1 block, TRPC4 PAM, TRPC4 agonist, TRPC4 inh, hERG protect, KCNK9 inh, PolyA inhibitor, KCNQ1 pot
1: CC1S/C(=N/N=C/c2cccs2)NC1=O (stereo unspecified)
    3, i, 2, i, i, i, i, 4, i, i, i
2: Cc1nn(C(C)(C)C)c(OC(=O)c2ccc(Br)o2)c1Sc1ccccc1
    0, i, -9, i, i, i, i, -11, i, i, i
3: CCCC(=O)Nc1sc2c(c1C#N)CC(C)(C)NC2(C)C
    1, i, 2, i, i, i, i, -6, i, i, i
4: CCOc1ncccc1C(=O)OCC(=O)Nc1cc(S(=O)(=O)N2CCOCC2)ccc1Cl
    -1, i, -9, i, i, i, i, -15, i, i, i
5: CC(Sc1cccc[n+]1[O-])C(=O)Nc1cccc([N+](=O)[O-])c1 (stereo unspecified)
    1, i, 8, i, i, i, i, -4, i, i, i
6: COc1cc(CCN2C(=O)c3cccc4cccc(c34)C2=O)c(S(=O)(=O)N2CCCCCC2)cc1OC
    3, i, -16, i, i, i, i, -10, i, i, i
7: CC(C)(C)n1nc2c(c1NC(=O)c1cccc(Cl)c1)CS(=O)(=O)C2
    1, i, -45, i, i, i, i, -6, i, i, i
8: N#Cc1cccc(NC(=O)CSc2n[nH]c(=O)[nH]c2=O)c1
    5, i, 7, i, i, i, i, -6, i, i, i
9: CCN(CC)S(=O)(=O)c1cccc(C(=O)N/N=C/c2c(C)nn(-c3ccccc3)c2Cl)c1
    -2, i, -10, i, i, i, i, -5, i, i, i
10: COc1nc(Nc2ccc(C(C)=O)cc2)nc(OC)n1
    8, i, 11, i, i, i, i, -11, i, x, i
11: NNC(=O)c1ccc(COCC(F)(F)C(F)F)cc1
    11, i, -2, i, i, i, i, -6, i, i, i
12: COc1ccc2[nH]c(=O)c(CN(Cc3cccnc3)Cc3nnnn3CC3CCCO3)cc2c1 (stereo unspecified)
    15, i, -2, i, i, i, i, -3, i, i, i
13: CCC(C)NC(=O)C1c2ccccc2C(=O)N1Cc1ccc(OC)cc1OC (stereo unspecified)
    46, i, -17, i, i, i, i, -7, i, i, i
14: CCCCc1cc(=O)oc2cc(OCC(=O)N3C[C@H]4C[C@@H](C3)c3cccc(=O)n3C4)ccc12
    5, i, 14, i, i, i, i, -4, i, i, i
15: COC(=O)c1ccc(Sc2nnnn2-c2ccccc2)c([N+](=O)[O-])c1
    6, i, 6, i, i, i, i, -9, i, i, i
16: CC(C)(C)C(=O)NC1CCN(CC(=O)Nc2ccc3c(c2)OCO3)CC1
    -4, i, 3, i, i, i, i, -4, i, i, i
17: O=C(OC1CCOC1=O)c1ccc(-c2nc3ccccc3s2)s1 (stereo unspecified)
    -1, i, 15, i, i, i, i, -3, i, i, i
18: CN1C(=O)c2ccccc2N(C)C1c1ccccc1Cl (stereo unspecified)
    6, i, -6, i, i, i, i, -9, i, i, i
19: Cc1ccc(S(=O)(=O)Nc2ccccc2N2CCOCC2)cc1
    -7, i, -1, i, i, i, i, -11, i, i, i
20: COCCCNC(=O)Cn1cc2c(n1)CCCCC2
    5, i, 3, i, i, i, i, -5, i, i, i

Two records drawn at random from those above:
Sequence of screens: Dyrk1A ADPGlo, KCNK3 inh, Platelet DG rel, KCNQ1 block, TRPC4 PAM, TRPC4 agonist, TRPC4 inh, hERG protect, KCNK9 inh, PolyA inhibitor, KCNQ1 pot
16: CC(C)(C)C(=O)NC1CCN(CC(=O)Nc2ccc3c(c2)OCO3)CC1
    -4, i, 3, i, i, i, i, -4, i, i, i
17: O=C(OC1CCOC1=O)c1ccc(-c2nc3ccccc3s2)s1 (stereo unspecified)
    -1, i, 15, i, i, i, i, -3, i, i, i

The list continues:
Sequence of screens: Dyrk1A ADPGlo, KCNK3 inh, Platelet DG rel, KCNQ1 block, TRPC4 PAM, TRPC4 agonist, TRPC4 inh, hERG protect, KCNK9 inh, PolyA inhibitor, KCNQ1 pot
21: CCCCNC(=O)c1ccc(C)c(NC(=O)C2=C(C)OCCS2)c1
    2, i, -1, i, i, i, i, -4, i, i, i
22: CCCC[C@@H]1C[C@H]1[C@@H](NC(=O)c1cccs1)c1ccc(C(F)(F)F)cc1
    x, x, -3, i, i, i, i, -15, -7.3*, i, i
23: Oc1c(Cl)cc(Cl)cc1C1Nc2ccccc2-n2cccc21 (stereo unspecified)
    6, i, 6, i, i, i, i, -5, i, i, i
24: COc1cc(CNCCN2CCOCC2)ccc1OCc1cccc(Cl)c1
    8, i, 27, i, i, i, i, -8, i, i, i
25: CCC(=O)N1CCc2cc(S(=O)(=O)N3CCN(c4ccccn4)CC3)ccc21
    -1, i, 1, i, i, i, i, -12, i, i, i
26: S=c1nc(-c2ccccc2)n(Cc2cccnc2)c2c1CCCC2
    x, x, 8, i, i, i, i, -9, i, i, i
27: CCOC(=O)NC(=S)Nc1ccc(C(C)(C)C)cc1
    -4, i, 14, i, i, i, i, 2, i, i, i
28: COc1ccc(/C=N/NC(=O)c2nc(-c3ccccc3)n(-c3ccccc3)n2)c(O)c1
    1, i, -1, i, i, i, i, -6, i, i, i
29: Brc1ccc(-c2cnc3n2CCCC3)cc1
    0, i, -16, i, i, i, i, -14, i, i, i
30: COCCCC1CCN(C(=O)C2CCC(=O)N(C3CCCC3)C2)CC1 (stereo unspecified)
    1, i, 7, i, i, i, i, -12, i, i, i
31: COCCn1c(=N)c(S(=O)(=O)c2ccc(Br)cc2)cc2c(=O)n3ccccc3nc21
    x, i, 6, i, i, i, i, -5, i, i, i
32: CS(=O)(=O)c1nc(S(=O)(=O)c2ccc(Cl)cc2)c(NCCN2CCOCC2)s1
    4, i, 20, i, i, i, i, -4, i, i, i
33: CCc1cccc(CC)c1NC(=O)CN1CC(C)SC1=NC1CCCCC1 (stereo unspecified)
    4, i, -2, i, i, i, i, -11, i, i, i
34: Cc1[nH]c2c(Cl)cccc2c(=O)c1CN1CCCCCC1
    4, i, -12, i, i, i, i, -4, i, i, i
35: O=c1c(/C=N/N2CCOCC2)c(C(F)(F)F)[nH]n1-c1ccccc1
    -3, i, -6, i, i, i, i, -9, i, i, i
36: COc1cc2oc3cc(C)oc(=O)c3c2cc1OC
    9, i, -3, i, i, i, i, -5, i, i, i
37: O=C(NC1CCS(=O)(=O)C1)c1sc2ccccc2c1Cl (stereo unspecified)
    8, i, 0, i, i, i, i, -10, i, i, i
38: COc1ccc(C(CC(=O)N2CCN(C)CC2)NC(=O)C(F)(F)F)cc1 (stereo unspecified)
    2, i, -5, i, i, i, i, -2, i, i, i
39: COc1ccc(N2CCN(C(=O)CCN3C(=O)c4ccccc4S3(=O)=O)CC2)cc1
    -4, i, x, i, i, i, i, -6, i, i, i
40: CN(C)C(=S)NC(=O)c1cccc(Cl)c1
    6, i, -8, i, i, i, i, 0, i, i, i
41: CCOC(=O)C1CCCN(S(=O)(=O)c2cc(Br)cc3c2N(C(=O)C2CC2)CC3)C1 (stereo unspecified)
    4, i, 2, i, i, i, i, -15, i, i, i
42: COc1ccc(C(=O)N/C(=C/c2cccs2)C(=O)NN)cc1OC
    -2, i, 3, i, i, i, i, -8, i, i, i
43: CC(C)C1Nc2ccc(C(=O)NCc3ccco3)cc2NC1=O (stereo unspecified)
    -4, i, -9, i, i, i, i, -13, i, i, i
44: CCOc1ccc(NC(=O)CCC(=O)N2CCSc3ccccc32)cc1
    1, i, 0, i, i, i, i, -14, i, i, i
45: O=C(Nc1ccccc1)c1ccc(=O)[nH]n1
    4, i, 0, i, i, i, i, 2, i, i, i
46: Cc1cc(C)c2c(c1)N[C@H](c1cccs1)[C@@H]1CCO[C@H]21
    3, i, -6, i, i, i, i, -5, i, i, i
47: COc1cccc2c1c(NC(=O)Nc1ccc(F)cc1F)nn2C
    x, i, -8, i, i, i, i, -7, i, i, i
48: Cc1ccc(NC(=O)C(CC(=O)O)C2CCCO2)c(C)c1 (stereo unspecified)
    1, i, -3, i, i, i, i, -4, i, i, i
49: CSCCC(NC(=O)c1ccco1)C(=O)N1CC=C(c2ccccc2)CC1 (stereo unspecified)
    -7, i, 6, i, i, i, i, -18, i, i, i
50: CCOC(=O)C1CCCN(c2c(NCCN(C)Cc3ccccc3)c(=O)c2=O)C1 (stereo unspecified)
    61*, i, -10, i, i, i, i, -8, i, i, i
51: CCOC(=O)c1cc(-c2csc(COc3ccc(Cl)cc3)n2)on1
    7, i, 0, i, i, i, i, -7, i, i, i
52: CCCCCn1c(=O)c2ccccc2n2c(=S)[nH]nc12
    2, i, -2, i, i, i, i, 1, i, i, i
53: COCCCNC(=O)c1cc2c(=O)n3cccc(C)c3nc2n(C(C)C)c1=N
    0, i, 3, i, i, i, i, -5, i, i, i
54: c1csc(-c2nc3ccccc3s2)c1
    -9, i, -1, i, i, i, i, -7, i, i, i
55: O=C(CN1CCCC1)Nc1ccc(F)c(Cl)c1
    -1, i, 2, i, i, i, i, -8, i, i, i
56: COCCNC(=O)CCc1nnc(C2(c3ccc(Cl)cc3)CCC2)o1
    4, i, 3, i, i, i, i, -8, i, i, i
57: CCCCc1c(O)nc2n(c1=O)CCS2
    3, i, 7, i, i, i, i, -5, i, i, i
58: O=C(N1CCOCC1)N1CCN(S(=O)(=O)c2ccc(Cl)cc2)C1
    -2, i, -17, i, i, i, i, -4, i, i, i
59: Cc1c(C(=O)NCC2CCCO2)sc2nc(-c3ccccc3)cn12 (stereo unspecified)
    1, i, 18, i, i, i, i, -9, i, i, i
60: Cc1cccc2cc(CN(CC3CCCO3)C(=O)c3ccncc3)c(=O)[nH]c12 (stereo unspecified)
    3, i, 2, i, i, i, i, -9, i, i, i
61: COc1cc2c(c(O)c1OC)C(=O)C(OC)CCC2 (stereo unspecified)
    2, i, -5, i, i, i, i, -7, i, i, i
62: O=C(NC1CCCCCC1)C(=S)N1CCCC1
    2, i, -1, i, i, i, i, -8, i, i, i
63: Cc1ccc(/C=N/Nc2nnc(Cc3ccccc3)c(=O)[nH]2)o1
    3, i, 9, i, i, i, i, -7, i, i, i
64: COc1cccc(NC(=O)Cn2c(=O)n(CCC(=O)NCc3ccco3)c(=O)c3ccccc32)c1
    -2, i, -8, i, i, i, i, -11, i, i, i
65: COc1ccc(NC(=O)N(CCCN(C)C)Cc2cc3cc(OC)ccc3[nH]c2=O)cc1
    9, i, 14, i, i, i, i, -11, i, i, i
66: O=S(=O)(NC1CCCCCC1)c1ccc(Br)s1
    2, i, 7, i, i, i, i, -12, i, i, i

Screening results: PubChem BioAssay, several laboratories

The list is partial. The share of hits here may be higher or lower than overall.
